Screening data (PubChem BioAssay)
CTSL1 counter: blocks F. hepatica cathepsin L1 in PFM18AAP counter-screen; AID 1906; inhibition, % at 5.96 µM; hit rate 0.49% among 300,000; recombinant F. hepatica cathepsin L1, Z-Leu-Arg-MCA fluorescence;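 active = inhibition above the mean of all tested compounds plus 3 SD, set per screening campaign, cut at about 17% in these data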;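 note: 0% = plate median of test compound wells and 100% = 1 µM Z-Phe-Ala-diazomethylketone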
AHR act: human AHR activation; P35869; AHR-responsive luciferase reporter cells, luminescence; activation, % at 5 µM; hit rate 2.5% among 320,000; in the data active = activation above about 47%;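 note: 0% = vehicle wells and 100% = reference agonist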
PP1 inh: PP1-alpha (human) inhibition in PP5 counter-screen | P62136 | hit rate 0.9% among 320,000 | purified PP1alpha, OMFP fluorescence | inhibition, % at 6.7 µM | AID 2235;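 active = inhibition above the mean inhibition of all tested compounds plus 3 SD, computed separately for each screening campaign, cut at about 15% in these data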
Target sequence (P62136 whole entry, looked up): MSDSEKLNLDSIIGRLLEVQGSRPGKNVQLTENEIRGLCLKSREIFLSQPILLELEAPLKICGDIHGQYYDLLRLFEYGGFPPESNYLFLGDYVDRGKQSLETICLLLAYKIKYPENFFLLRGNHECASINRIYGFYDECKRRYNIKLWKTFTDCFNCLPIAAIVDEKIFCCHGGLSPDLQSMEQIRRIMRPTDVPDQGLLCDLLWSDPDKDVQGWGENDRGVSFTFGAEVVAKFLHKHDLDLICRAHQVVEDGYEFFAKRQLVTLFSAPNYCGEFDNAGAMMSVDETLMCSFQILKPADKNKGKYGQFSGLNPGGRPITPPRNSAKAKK
procasp3 activ: procaspase-3 (human) activation; hit rate 0.11% among 330,000; recombinant procaspase-3 D3A, Ac-DEVD-pNA absorbance 405 nm; activation, % at 8.5 µM;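 active = activation above the mean of all tested compounds plus 3 SD, cut at about 21% in these data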;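 note: 0% = DMSO alone and 100% = DMSO wells spiked with extra 5 µM PC-3 D3A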
Target sequence (P42574 whole entry D9A/D28A/D175A): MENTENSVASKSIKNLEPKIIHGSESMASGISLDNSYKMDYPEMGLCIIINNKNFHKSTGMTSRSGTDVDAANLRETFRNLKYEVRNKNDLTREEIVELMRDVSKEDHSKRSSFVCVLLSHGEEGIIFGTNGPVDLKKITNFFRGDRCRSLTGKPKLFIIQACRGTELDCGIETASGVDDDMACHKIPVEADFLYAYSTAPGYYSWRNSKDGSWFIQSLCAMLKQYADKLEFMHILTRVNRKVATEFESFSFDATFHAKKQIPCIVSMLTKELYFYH
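Assay system: Procaspase-3 D3A mutant, all three cleavage aspartates alanine. Buffer or medium: Zinc-free HEPES saline buffer with Triton X-100. Times: 1 h compound preincubation, 2 h substrate hydrolysis at 25 °C. Measured by: 405 nm absorbance of p-nitroaniline, reads at 0 and 120 min. Read-out basis: percent activation relative to control range. Replicates: singlicate.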
core dimer inh: HCV core protein dimerization inhibition; TR-FRET GST/Flag-core106 dimerization, 1536-well; inhibition, % at 5 µM; hit rate 0.33% among 300,000; AID 1899;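 active = inhibition above the mean of all tested compounds plus 3 SD, set per screening campaign, cut at about 45% in these data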
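Assay system: GST-tagged and Flag-tagged HCV core protein residues 1-106 / Times: compound-protein-antibody incubation 4 h at 22.5 °C / Signal: time-resolved FRET, ex 340 nm, em 617 and 671 nm / Evaluation: % inhibition based on acceptor/donor emission ratio / Benchmarks: wells lacking GST-core106 and wells with excess unlabelled core106 / Repeats: singlicate, one well per compound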
procasp7 counter: counter-screen: procaspase-7 (human) activation; recombinant procaspase-7, Ac-DEVD-pNA absorbance 405 nm; D23A/D198A/D206A triple mutant, cannot self-cleave; scale: DMSO 0, 5 µM enzyme 100; AID 463210; hit rate 0.093% among 330,000; activation, % at 8.5 µM; P55210;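 active = percent activation above the screen-wide mean plus 3 SD, cut at about 25% in these data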
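Material: Procaspase-7 triple mutant (PC-7 D3A) | Quantity: 2 µM procaspase-7 mutant as dispensed | Reagent: DEVD-pNA substrate | Times: 1 h preincubation, 2 h reaction | Technique: 405 nm absorbance of p-nitroaniline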
PAFAH2 FP inh: inhibitors of human PAFAH2 | Q99487 | recombinant PAFAH2, FP-rhodamine activity probe, fluorescence polarization | inhibition, % at 3.39 µM | hit rate 0.99% among 340,000 | AID 492956;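 active = inhibition above the mean over all tested compounds plus 3 SD, cut at about 30% in these data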;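 note: inhibitors block probe labeling of enzyme so polarization drops; 0% = enzyme with DMSO and 100% = wells lacking PAFAH2 protein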
PP5 inh: inhibitors of human protein phosphatase 5 (PP5); inhibition, % at 6.7 µM; purified PP5c, OMFP substrate fluorescence; hit rate 0.18% among 320,000; P53041;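 active = inhibition above the campaign's mean inhibition across all tested compounds plus 3 SD, cut at about 9.5% in these data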;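 note: 0% = DMSO only and 100% = 100 µM cantharidin control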
Target sequence (P53041 whole entry, looked up): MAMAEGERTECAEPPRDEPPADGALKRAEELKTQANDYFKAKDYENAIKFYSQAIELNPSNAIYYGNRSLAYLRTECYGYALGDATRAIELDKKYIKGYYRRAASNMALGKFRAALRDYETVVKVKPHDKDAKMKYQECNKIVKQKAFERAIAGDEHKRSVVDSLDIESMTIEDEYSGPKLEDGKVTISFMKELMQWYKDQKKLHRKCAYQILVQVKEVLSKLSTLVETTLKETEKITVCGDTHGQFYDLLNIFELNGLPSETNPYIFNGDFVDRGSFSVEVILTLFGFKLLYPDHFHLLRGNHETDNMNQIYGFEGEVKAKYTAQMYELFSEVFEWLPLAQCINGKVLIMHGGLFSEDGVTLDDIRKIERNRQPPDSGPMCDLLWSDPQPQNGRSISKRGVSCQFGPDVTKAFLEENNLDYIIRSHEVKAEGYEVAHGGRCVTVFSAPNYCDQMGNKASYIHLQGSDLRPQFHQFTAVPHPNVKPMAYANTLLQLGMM
TPT1 inhibitor: inhibitors of Candida albicans tRNA 2'-phosphotransferase TPT1. AID 1962. inhibition, % at 5 µM. hit rate 0.81% among 300,000. recombinant caTPT1, FP RNA substrate dephosphorylation;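 active = inhibition above the mean of all tested compounds plus 3 SD, set per screening campaign, cut at about 24% in these data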;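 note: plate controls were DMSO alone for no effect and ferristatin control at 100 nM for full effect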
The depositor's hits bear a star; / = no result given.

1. Cc1cc(C)cc(N(CCC#N)C(=O)CN2C(=O)NC3(CCCC3)C2=O)c1
2. c1ccc(CNc2c3c(nc4ncnn24)CCC3)cc1
3. COc1cc2c(cc1OC)C(=O)N1[C@H]3c4cc(Cl)ccc4OC[C@@H]3[C@H](c3ccccc3)[C@]1(C)C(=O)N2
4. CCn1cc(C(=O)N2CCCC2)c(=O)c2cc(S(=O)(=O)N3CCOCC3)ccc21
5. CCc1nc(SCc2ccc(OCC(C)C)cc2)n[nH]1
6. O=C1C=C(c2cccc(Br)c2)C[C@@H](c2ccc(Cl)cc2)C1
7. CC(OC(=O)COc1ccccc1[N+](=O)[O-])C(=O)Nc1ccc(N2CCOCC2)cc1 (stereo unspecified)
8. Cc1ccc(S(=O)(=O)N2CCN(C(=O)CSC(=S)N3CCCC3)CC2)c(C)c1
9. CC(=O)c1ccc(NC(=O)/C=C/c2ccc(C)cc2)cc1
10. COC(=O)c1cc(OC)c(OC)c(OC)c1[N+](=O)[O-]
Assay by compound | 1 | 2 | 3 | 4 | 5 | 6 | 7 | 8 | 9 | 10
PP1 inh | -2 | -4 | 4 | 3 | 0 | / | -3 | 2 | -3 | 3
core dimer inh | 0 | -1 | 26 | -2 | 11 | / | -3 | / | 12 | -2
AHR act | 0 | 4 | -1 | -3 | 14 | -4 | 2 | -1 | -2 | -3
PP5 inh | -0.3 | 1.7 | 2.2 | 0.5 | 0.4 | / | -2.9 | 1.8 | 1.1 | 0.0
procasp7 counter | -5 | 13 | -4 | -1 | -4 | 7 | 10 | 1 | 12 | 8
CTSL1 counter | 0 | -4 | 0 | -2 | -3 | / | -13 | / | 2 | -6
procasp3 activ | 8 | 6 | 2 | -4 | 3 | 4 | -7 | 1 | 3 | 2
TPT1 inhibitor | -2 | -4 | -1 | -4 | 1 | / | -1 | / | -3 | -2
PAFAH2 FP inh | -5 | 3 | -23 | 5 | -3 | 1 | -3 | -2 | 0 | 1

11. CCOC(=O)CC(=O)CSc1nc2sc(C)cc2c(=O)n1Cc1ccco1
12. CSCCC(NS(=O)(=O)c1ccc(Cl)cc1)C(=O)OCC(=O)c1c(C)[nH]c2ccccc12 (stereo unspecified)
13. CCc1[nH]nc(C(=O)N2CCCC(N3CCN(c4ccccc4C)CC3)C2)c1C (stereo unspecified)
14. CC1(C)CC(=O)C=C(Nc2ccccc2C#N)C1
15. Cc1[nH]c(=O)[nH]c(=O)c1S(=O)(=O)NCC12CC3CC(CC(C3)C1)C2
16. COCCCNC(=O)[C@H](Cc1c[nH]c2ccccc12)NC(=O)OCc1ccccc1
17. CNC(=O)N(O)C1N(/N=C/c2ccccc2O)C(=S)SC1(C)C (stereo unspecified)
18. COc1ccc(CNC(=O)CCNS(=O)(=O)c2cccc3nsnc23)cc1
19. Cc1nn(CCC(=O)N2CCN(S(=O)(=O)c3ccccc3)CC2)c(C)c1C
20. Cc1c(C)n(C)c2ccc(C(=O)NCCCN3CCCCC3)cc12
Assay by compound | 11 | 12 | 13 | 14 | 15 | 16 | 17 | 18 | 19 | 20
PP1 inh | 3 | 3 | -8 | 2 | 0 | -1 | -2 | -1 | -3 | 3
core dimer inh | 11 | 10 | 1 | 1 | 3 | 1 | -1 | -2 | -7 | -12
AHR act | 3 | 11 | 5 | 4 | -2 | 2 | 0 | 7 | -2 | 3
PP5 inh | 4.0 | 8.1 | -7.4 | 3.0 | -2.4 | 0.3 | 1.4 | 2.3 | -0.9 | 2.5
procasp7 counter | 0 | -6 | -9 | -5 | 3 | 0 | -2 | -3 | 5 | 12
CTSL1 counter | 14 | -5 | 9 | -8 | 3 | 0 | 10 | -3 | -3 | 1
procasp3 activ | 59* | -2 | -2 | -2 | 8 | 6 | 3 | -5 | -4 | 9
TPT1 inhibitor | 2 | 1 | -6 | 0 | -2 | 2 | 2 | -3 | 1 | -1
PAFAH2 FP inh | 1 | -8 | 0 | 8 | 11 | 5 | 8 | 5 | -2 | 8

21. Cc1sccc1/C=N/NC(=O)c1cccc2ccccc12
22. O=C(CSc1ccc(-c2ccccn2)nn1)Nc1ccc(F)c(F)c1
23. O=C(CNC(=O)C1COc2ccccc2O1)N/N=C/c1ccc(O)cc1O (stereo unspecified)
24. COCc1[nH]nc2c1C(C1C=CCCC1)C(C#N)=C(N)O2 (stereo unspecified)
25. CCOC(=O)CSc1nc(C)cc(C)c1C(N)=O
26. CC(=O)c1ccc(NC(=O)COC(=O)CC2CC3CCC2C3)cc1 (stereo unspecified)
27. C=CCn1cc(C(=O)OC)c(=O)c2cc(S(=O)(=O)N3CCC(C)CC3)ccc21
28. COCCOC(=O)c1c(NC(=O)CSc2cccc[n+]2[O-])sc(C(N)=O)c1C
29. O=C(O)c1cccc(Nc2c3ccccc3nc3ccccc23)c1
30. CCc1ccc(N2C(=O)C3ON(c4ccccc4)C(c4ccco4)C3C2=O)cc1 (stereo unspecified)
Assay by compound | 21 | 22 | 23 | 24 | 25 | 26 | 27 | 28 | 29 | 30
PP1 inh | 1 | -3 | -1 | 2 | -5 | / | -5 | 0 | -5 | -1
core dimer inh | 1 | 1 | 2 | -4 | 3 | / | -2 | -2 | -13 | 12
AHR act | 17 | 8 | 0 | 1 | 2 | 1 | 0 | -1 | 2 | 2
PP5 inh | -1.8 | 2.3 | -0.6 | 2.3 | -2.4 | / | 0.5 | -0.9 | -0.4 | 1.5
procasp7 counter | 2 | 7 | 18 | 2 | 4 | 12 | -8 | 17 | -3 | 8
CTSL1 counter | -1 | 0 | 0 | 2 | 2 | / | 1 | -2 | 4 | 0
procasp3 activ | 6 | 8 | 2 | -2 | -1 | 3 | -2 | 2 | -7 | -5
TPT1 inhibitor | -3 | -5 | -2 | -1 | 3 | / | -1 | -1 | 1 | -4
PAFAH2 FP inh | -4 | 1 | -3 | 1 | -5 | 34* | 4 | -2 | -5 | 3

Laid out differently: entries from further up.
21: Cc1sccc1/C=N/NC(=O)c1cccc2ccccc12
  PP1 inh: 1
  core dimer inh: 1
  AHR act: 17
  PP5 inh: -1.8
  procasp7 counter: 2
  CTSL1 counter: -1
  procasp3 activ: 6
  TPT1 inhibitor: -3
  PAFAH2 FP inh: -4
29: O=C(O)c1cccc(Nc2c3ccccc3nc3ccccc23)c1
  PP1 inh: -5
  core dimer inh: -13
  AHR act: 2
  PP5 inh: -0.4
  procasp7 counter: -3
  CTSL1 counter: 4
  procasp3 activ: -7
  TPT1 inhibitor: 1
  PAFAH2 FP inh: -5
22: O=C(CSc1ccc(-c2ccccn2)nn1)Nc1ccc(F)c(F)c1
  PP1 inh: -3
  core dimer inh: 1
  AHR act: 8
  PP5 inh: 2.3
  procasp7 counter: 7
  CTSL1 counter: 0
  procasp3 activ: 8
  TPT1 inhibitor: -5
  PAFAH2 FP inh: 1

Going on with the list:
31. CONC(=O)c1cc(OCC(F)(F)F)ccc1OCC(F)(F)F
32. CC(C)N(CC#CC(O)(c1ccccc1)c1ccccc1)CCO
33. O=C(COc1ccc([N+](=O)[O-])cc1)NNC(=O)c1cccs1
34. CC1S/C(=N\N=C\c2cccc([N+](=O)[O-])c2)N(C(C)(C)C)C1=O (stereo unspecified)
35. O=C1C2CCCN2C(=S)N1Cc1ccccc1 (stereo unspecified)
36. CN(CC(=O)NCc1ccccc1)Cc1ccc(Cl)cc1
37. O=C(Nc1ccccc1)c1ccc(S(=O)(=O)NCc2cccnc2)cc1
38. COc1ccc(S(=O)(=O)N2CCCCCC2)cc1NC(=O)c1ccccc1F
39. Cc1ccccc1NC(=O)C1CC(=O)N(c2ccc3c4c(cccc24)CC3)C1 (stereo unspecified)
40. Cc1ccc(NC(=O)CCc2nc3sc4c(c3c(=O)[nH]2)CCCC4)c(Br)c1
Assay by compound | 31 | 32 | 33 | 34 | 35 | 36 | 37 | 38 | 39 | 40
PP1 inh | -5 | -4 | -6 | -5 | -7 | -3 | 3 | 6 | -1 | -1
core dimer inh | -8 | 2 | -1 | 1 | -4 | -1 | -6 | / | 1 | 16
AHR act | -3 | 0 | 0 | 8 | -1 | 2 | 1 | 3 | -2 | 9
PP5 inh | 1.0 | -1.9 | 3.3 | -1.9 | 0.3 | 3.3 | -0.8 | 6.2 | 0.2 | -3.1
procasp7 counter | 4 | 8 | 6 | 8 | 4 | -5 | -3 | -7 | 0 | -7
CTSL1 counter | -4 | -2 | 1 | 2 | -7 | 1 | 0 | / | -1 | 7
procasp3 activ | 4 | 0 | 6 | 2 | 1 | 0 | 6 | 19 | -1 | -5
TPT1 inhibitor | -3 | 2 | 2 | -3 | 0 | -1 | -5 | / | -3 | 9
PAFAH2 FP inh | -1 | -1 | 3 | 0 | 3 | -1 | 2 | 8 | 4 | 3

Complete entries, looked up by structure. Screens in order: PP1 inh | core dimer inh | AHR act | PP5 inh | procasp7 counter | CTSL1 counter | procasp3 activ | TPT1 inhibitor | PAFAH2 FP inh
COc1ccc(CNC(=O)CCNS(=O)(=O)c2cccc3nsnc23)cc1 reads -1 | -2 | 7 | 2.3 | -3 | -3 | -5 | -3 | 5
CC(=O)c1ccc(NC(=O)/C=C/c2ccc(C)cc2)cc1 reads -3 | 12 | -2 | 1.1 | 12 | 2 | 3 | -3 | 0
COc1ccc(S(=O)(=O)N2CCCCCC2)cc1NC(=O)c1ccccc1F reads 6 | / | 3 | 6.2 | -7 | / | 19 | / | 8

Later entries
41. COC(=O)CNC(=O)c1cc(-c2ccncc2)nc2c(C)c(Cl)ccc12
42. CCOC(=O)c1c(NC(=O)COC(=O)CNC(=O)c2ccco2)sc(C)c1C
43. Cc1ccc(NCCC#N)cc1C
44. O=Cc1cccn1-c1cccc([N+](=O)[O-])c1
45. S=C(NCc1ccccc1)NC1CCCc2ccccc21 (stereo unspecified)
46. Cn1c(SCC(=O)NCC2CCCO2)nc2c(c1=O)SCC2 (stereo unspecified)
47. Cc1cccc(C(=O)NCC(=O)OCC(=O)N2CCN(S(=O)(=O)c3ccc(C)cc3C)CC2)c1
48. Cc1c(C(c2ccc([N+](=O)[O-])cc2)c2c(C)n(C)n(-c3ccccc3)c2=O)c(=O)n(-c2ccccc2)n1C
49. CCOC(=O)C1CCCN(C(=O)c2cnn3c(C(F)F)cc(-c4ccc(C)cc4)nc23)C1 (stereo unspecified)
50. COc1ccc2c(c1OC)C(=O)N1C2SC(C)(C)[C@H]1C(=O)NC1CCCC1 (stereo partly specified)
Assay by compound | 41 | 42 | 43 | 44 | 45 | 46 | 47 | 48 | 49 | 50
PP1 inh | 5 | -7 | -1 | -1 | -1 | 0 | 1 | -4 | 1 | 1
core dimer inh | 4 | -2 | 0 | 1 | 3 | 1 | / | -4 | 15 | -1
AHR act | 6 | 0 | 3 | -3 | 5 | 0 | 0 | -2 | -2 | 2
PP5 inh | 0.4 | 3.5 | -0.1 | 2.3 | 0.6 | -1.7 | -0.7 | -1.2 | 2.5 | 1.3
procasp7 counter | 0 | -5 | 5 | 1 | 5 | 3 | 2 | -6 | 4 | 10
CTSL1 counter | -1 | -13 | -1 | 1 | 3 | 0 | / | -5 | 5 | -1
procasp3 activ | 5 | 0 | 1 | -1 | 4 | 3 | 1 | 3 | -1 | -3
TPT1 inhibitor | -1 | -2 | -1 | -1 | 1 | 2 | / | -1 | -1 | -5
PAFAH2 FP inh | -5 | 2 | 9 | -10 | / | 5 | 5 | 8 | -3 | 3
